Source: PubChem (National Center for Advancing Translational Sciences (NCATS))
Tb PYK inh: inhibitors of Trypanosoma brucei pyruvate kinase; Q57TT1; TbPYK enzyme, Kinase-Glo Plus ATP luminescence, 45 min; Potency, µM (titrated, usually from 76.8 µM), for the others: top-dose activity, negative = inhibition, hits mostly inhibitors; hit rate 0.12% among 410,000; AID 624173; also: potency is read from the fitted curve at half-maximal effect; % is scaled to controls: 0 for no effect and ±100 for the full control effect; nearly all actives have a fitted effect of over 50% in size
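Activity of T. brucei pyruvate kinase was followed by Kinase-Glo Plus luminescence after the enzyme reacted 45 min at room temperature with 130 uM ADP (final) and substrate. Test compounds were added before ADP at multiple concentrations.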
Pf growth 48h: inhibits P. falciparum growth in the first generation, 48 h. P. falciparum luciferase growth in erythrocytes, 48 h. Potency, µM (titrated, usually from 28.7 µM), for inactives: at the top dose activity change, negative = inhibition, usual class: inhibitors. hit rate 5.9% among 310,000. AID 504832; also: potency is read from the fitted curve at half-maximal effect; % is scaled to controls: 0 for no effect and ±100 for the full control effect
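In quantitative HTS format, infected erythrocytes bearing luciferase-reporter parasites were treated for a single generation at 37 C. Luminescence after adding detection reagent served as the growth measure.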
Shiga toxin inh: Shiga toxin inhibition. Vero cells, Shiga toxin protein synthesis inhibition reporter. inhibition, % at 38.7 µM. hit rate 9.2% among 290,000; in the data active = inhibition mostly above about 28%, no sharp cut-off; inactive = mostly below about 43%; also: 0% is about no effect
AmpC inh no detg: inhibitors of E. coli AmpC beta-lactamase without detergent | P00811 | AmpC nitrocefin hydrolysis, absorbance 480 nm, 0.0001% Triton | Potency, µM (series often up to 57.1 µM), inactives show at the top dose activity change, negative = inhibition, most hits filed as inhibitors | hit rate 0.52% among 330,000 | AID 485341;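 also: potency is read from the fitted curve at half-maximal effect; plate controls were no compound for no effect and no enzyme for full effect; nearly all actives have a fitted effect of over 20% in size; some results filed as inactive show a strong effect at the top dose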
Target sequence (P00811 whole entry, looked up): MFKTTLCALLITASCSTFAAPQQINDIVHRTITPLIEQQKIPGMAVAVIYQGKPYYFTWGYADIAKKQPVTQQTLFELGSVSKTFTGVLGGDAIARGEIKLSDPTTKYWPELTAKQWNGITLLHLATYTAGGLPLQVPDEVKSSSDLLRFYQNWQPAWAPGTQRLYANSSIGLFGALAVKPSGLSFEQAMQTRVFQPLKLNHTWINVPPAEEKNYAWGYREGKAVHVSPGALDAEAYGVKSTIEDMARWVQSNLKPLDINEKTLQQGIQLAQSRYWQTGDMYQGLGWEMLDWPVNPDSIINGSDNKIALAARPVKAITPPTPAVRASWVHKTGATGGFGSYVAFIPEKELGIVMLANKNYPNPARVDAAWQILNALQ
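AmpC (5.3 nM in the dispensed reagent) in 20 mM phosphate pH 7.0 with 0.01% (detergent screen) or 0.0001% Triton X-100 was preincubated with compounds for 15 min at room temperature. Nitrocefin was then added from an 800 uM solution, and hydrolysis was followed at 480 nm.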
LmPK inh: inhibitors of Leishmania mexicana pyruvate kinase | Q27686 | hit rate 0.37% among 290,000 | AID 1721 | Potency, µM (doses to about 57.5 µM), inactives show top-dose activity change, negative = inhibition, usual class: inhibitors | purified LmPK, Kinase-Glo ATP luminescence, 1 h; also: potency is read from the fitted curve at half-maximal effect; % is scaled to controls: 0 for no effect and ±100 for the full control effect
Target sequence (Q27686 whole entry, looked up): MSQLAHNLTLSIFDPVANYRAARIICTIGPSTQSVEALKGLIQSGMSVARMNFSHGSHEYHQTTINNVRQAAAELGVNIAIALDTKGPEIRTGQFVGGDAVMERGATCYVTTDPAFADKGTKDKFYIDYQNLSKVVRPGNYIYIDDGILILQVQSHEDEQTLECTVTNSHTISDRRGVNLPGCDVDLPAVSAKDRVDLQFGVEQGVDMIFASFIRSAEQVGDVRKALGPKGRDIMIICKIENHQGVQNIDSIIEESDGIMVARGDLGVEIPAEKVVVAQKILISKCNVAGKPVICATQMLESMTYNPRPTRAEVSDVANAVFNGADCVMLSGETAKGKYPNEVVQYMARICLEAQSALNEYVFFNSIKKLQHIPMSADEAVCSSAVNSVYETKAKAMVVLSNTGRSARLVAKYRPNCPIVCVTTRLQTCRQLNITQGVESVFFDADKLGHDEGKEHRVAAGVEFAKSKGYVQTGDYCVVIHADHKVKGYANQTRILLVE
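In 50 mM imidazole pH 7.2 with 7 mM MgCl2, LmPK (0.1 nM) turned over PEP (0.5 mM) and ADP (0.1 mM) for 1 h at room temperature. Luciferase read-out of ATP.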
CHX counter: counter-screen for Shiga toxin inhibitors: cycloheximide protein synthesis inhibition; hit rate 12% among 300,000; max response, %; AID 2314; cell reporter, cycloheximide protein synthesis inhibition counterscreen; in the data active = max response mostly above about 13%, no sharp cut-off; inactive = mostly below about 14%; also: read at 38.3 µM for the half of the compounds with a filed dose; 0% is about no effect
Pf growth 96h: P. falciparum growth inhibition at 96 hour, primary screen for plastid delayed-death inhibitors; P. falciparum luciferase reporter growth, 96 h; Potency, µM (titrated, usually from 28.7 µM), inactives show at the top dose activity change, negative = inhibition, most hits filed as inhibitors; hit rate 6.9% among 320,000; also: potency is read from the fitted curve at half-maximal effect; % is scaled to controls: 0 for no effect and ±100 for the full control effect
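Readout is luminescence from an integrated firefly luciferase in P. falciparum. Red cells, 2% hematocrit and 0.05% parasitemia final, were cultured with compound through two parasite generations (96 hours) at 37 C, 5% CO2.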
* marks the source's active call; other numbers are inactive results; ? = inconclusive; / = no result given; [ ] = remark or other dose. Unless noted, calls follow the shape of the dose curve; as a rule, active = well fitted curve in the direction sought with a large enough effect; inconclusive = small, poorly fitted or top-dose-only effect, or another doubt; inactive = no such curve, though single readings can be large; an effect the other way counts as inactive or inconclusive.

SMILES | Tb PYK inh | Pf growth 48h | Shiga toxin inh | AmpC inh no detg | LmPK inh | CHX counter | Pf growth 96h
Cn1c(=O)c2cc(S(=O)(=O)NCCC(=O)NC3CCCCCCC3)ccc2n(C)c1=O | 2% | ? | -6 | 17% | -3% | -4 | 3%
CSCCC(NC(=O)c1ccccc1Br)C(=O)N1CCN(C(C)=O)CC1 (centres undefined) | 5% | -25% | / | -14% | / | / | 4%
COc1ccc(Br)c(OC)c1C(=O)NC(=O)Nc1nc(C)cc(C)n1 | -5% | -7% | -10 | -9% | 10% | -3 | -1%
Cc1ccc(N(Cc2ccc(C(=O)NC3CCCCC3)cc2)S(C)(=O)=O)cc1C | -2% | / | 3 | 5% | 12% | -1 | ?
CCOC(=O)C(c1ccccc1)C(Nc1ccc(F)cc1)c1ccccn1 (centres undefined) | 2% | ? | -1 | 35% | 14% | -2 | ?
COc1ccccc1NS(=O)(=O)c1cc(NC(=O)c2ccc(=O)[nH]c2)ccc1N1CCOCC1 | -21% | ? | -9 | 14µM* | -3% | -6 | 12µM*
CN1C(=O)c2ccc(N3CCCC3)cc2C1=O | -7% | 81%[activator] | 55* | -15% | 0% | 15* | 29%
CCN(CC)S(=O)(=O)c1ccc(OC)c(NS(=O)(=O)c2ccc(F)cc2)c1 | -11% | 30% | -5 | -15% | 1% | 6 | 3%
Cc1ccc(S(=O)(=O)NC(=S)NC2CCCCC2)cc1 | 1% | -25% | -4 | -24% | 5% | -3 | 0%
CCOc1ccc2oc(C(=O)N(C)CC(=O)Nc3ccc(OCC)c(OCC)c3)c(C)c2c1 | 3% | ? | / | 122%[activator] | / | / | 12µM*
Cc1ccc2c(c1)c1ccc3c(c1n2C)C(=O)C=CC3=O | ? | ? | 20 | -41% | ? | 8 | ?
COc1ccc(CCNC(=O)c2cc3cccc(OC)c3oc2=O)cc1OC | 3% | 3% | -5 | -6% | -2% | -2 | ?
O=C(Nc1ccccc1)c1sc2cc(C(F)(F)F)cnc2c1-c1cccs1 | ? | ? | -13 | 4.5µM* | 4% | -3 | /
Fc1ccc2c(c1)C(c1ccncc1)=NNC(c1ccc(Br)cc1)=N2 | 3% | ? | -13 | -38% | -2% | 14 | ?
CSCCC(NC(=O)c1ccccc1)C(=O)N/N=C(\C)c1ccccc1 (centres undefined) | 1% | -77% | -9 | -26% | -2% | -1 | -2%
O=C(O)CCCn1c(=O)c2cccn2c2ccc(F)cc21 | -12% | 26% | -9 | -18% | 2% | -1 | ?
CCOC(=O)/C(C#N)=C/Nc1ccccc1NS(=O)(=O)c1ccc(C)c(C)c1 | 0% | ? | -1 | -18% | 7% | -2 | 2.9µM*
COc1ccc(OC)c(NC(=O)c2cc(-c3cc(C)ccc3O)n[nH]2)c1 | 5% | ? | 36 | -29% | 5% | -2 | 6.6µM*
O=C(NN1C(=O)c2ccccc2C1=O)C1C2CCCCC21 (centres undefined) | -3% | 35%[activator] | 8 | -30% | 6% | 11* | -27%
COc1ccc(C2=NNC(c3cccnc3)=Nc3ccccc32)cc1 | -5% | -15% | -9 | -7% | 3% | -4 | 6.6µM*
Cc1ccc(-c2ccc3nnc(SCC(=O)NCC4CCCO4)n3n2)cc1 (centres undefined) | -7% | 10% | -16 | -21% | 1%[11.5 µM] | -3 | -20%
O=C(NCc1cccnc1)c1ccc(COc2cccc3ccccc23)o1 | 0% | ? | -12 | 70%[activator] | 0% | -3 | ?
N#Cc1nc(-c2cccs2)oc1NCc1ccc(Cl)cc1 | 6% | ? | 9 | -5% | 7% | 10 | 1%
COc1cc2ccccc2cc1C(=O)NC(=S)Nc1cccc(C(=O)O)c1C | -10% | 11% | 9 | -33% | 4% | 2 | 14%
CC(=O)Nc1ccc(N/C=C/C(=O)c2ccc(Br)cc2)cc1 | -2% | 93%[activator] | 4 | -21% | -1% | -2 | 29%
Cc1ccc(-n2cc3c(-c4cccc(Br)c4)nnc(C)c3n2)cc1 | 5% | 9% | -8 | -28% | 6% | -4 | 9%[5.75 µM]
O=C(c1cc2nc(-c3ccccc3)cc(C(F)(F)F)n2n1)N1CCN2CCCC2C1 (centres undefined) | 4% | ? | 27 | 44% | -7% | -2 | ?
COCCNC(=O)CSc1nc2ccccc2c2nc(C)nn12 | -10% | 57%[activator] | -14 | -16% | -1% | -2 | ?
Cc1c(C(=O)NCc2cccnc2)sc2nc(-c3ccc(F)cc3)cn12 | -14% | 0% | 45* | 167%[activator] | 4% | 30* | ?
CC1(C)C(=O)Nc2ccccc2N1C(=O)COC(=O)COc1ccc(C#N)cc1 | -4% | 36%[activator] | 4 | -22% | 3% | 1 | 9%
O=C(C1CCN(S(=O)(=O)c2cc(Cl)ccc2Cl)CC1)N1CCCC1 | 2% | ? | -8 | 6% | -10% | -4 | 40%[activator]
NC(=O)c1ccc(NC(=O)c2cccc3c2OCCCO3)cc1 | -4% | 43%[activator] | -11 | -12% | 1% | -2 | 35%[activator]
COc1cccc(NC(=O)C2CCN(S(=O)(=O)c3ccc4c(c3)CC(C)N4C(C)=O)CC2)c1 (centres undefined) | -10% | ? | 10 | 53% | -4% | -2 | ?
COc1ccc(C2C3=C(CCCC3=O)Nc3ccc4ncccc4c32)cc1OC (centres undefined) | -1% | -27% | 38 | 17% | 6% | 35* | 0.29µM*
CCOC(=O)c1c(NC(=O)COC(=O)c2nc(Cl)ccc2Cl)sc(C(=O)N(C)C)c1C | -6% | 4% | / | -23% | / | / | 12%
O=C(CCC(=O)N1CCN(c2ccc(F)cc2)CC1)c1ccc(F)cc1 | 1% | 8% | 7 | 27% | -1% | 5 | 23%
CCc1nc(N=Nc2c(O)[nH]c3ccccc23)c2c3c(sc2n1)CCC3 | -4% | ? | -6 | -19% | 2% | -4 | ?
NS(=O)(=O)c1ccc(-c2ccc(C=NC3CCS(=O)(=O)C3)o2)cc1 (centres undefined) | -1% | 5% | -6 | -29% | 1% | -1 | ?
Cc1cc(C)n2nc(SCc3ccccc3)nc2n1 | 0% | 4% | 52 | 5% | 1% | 9 | 1%
O=C(Nc1ccccc1Cl)N1CCN(c2ccccn2)CC1 | 10% | 15% | 19 | -9% | -7% | 10 | 1%
CCOC(=O)C1=C(C)NC(=S)N(C(C)=O)C1c1ccc(Cl)cc1 (centres undefined) | -3% | ? | 17 | -36% | 1% | -3 | 1%
Cc1cc(C)c(OCC(=O)OCC(=O)N2CCc3ccccc3C2)c(C)c1 | 2% | 19% | / | 33% | / | / | 15%
O=C(CCC(NC(=O)OCc1ccccc1)C(=O)OCC(=O)N1CCCCC1)OCC(=O)N1CCCCC1 (centres undefined) | -11% | -11% | -22 | 76%[activator] | 0% | -4 | /
COc1ccc(CN2CCCC(C(=O)c3ccc(Cl)cc3)C2)cc1Cn1cncn1 (centres undefined) | 3% | ? | -2 | 116%[activator] | 2% | -7 | 10µM*
O=Cc1cn(-c2ccccc2)nc1-c1cccnc1 | 1% | -1%[5.75 µM] | 11 | -18% | 2% | 7 | 20%
COc1ccc(C(=O)Nc2ccc(CN3CCOCC3)cc2)cc1Br | -3% | 9% | 7 | -5% | 2% | 10 | 6%
O=c1cc(O)c2sc(Nc3ccc(F)c(Cl)c3)nc2[nH]1 | -18% | ? | 2 | -59% | -1% | 3 | 3.7µM*
Cc1ccc2nc(SC(C(=O)Nc3ccc(F)cc3)c3ccccc3)[nH]c2c1 (centres undefined) | 3% | ? | -19 | -21% | 1% | 8 | 0%
CC(C)c1ccc(N(CC(=O)NCC2CCCO2)C(=O)CCC(=O)Nc2nccs2)cc1 (centres undefined) | 1% | -9% | 3 | 68%[activator] | 0% | -4 | -18%
CC1=CC(C)(C(Cl)Cl)C(C)=CC1=O (centres undefined) | 4% | 9% | -2 | -11% | 0% | 3 | 32%[activator]
Cc1ccc(CNC(=O)CN(C2CCCCC2)S(C)(=O)=O)cc1 | 6% | 5% | 12 | -7% | 1% | 1 | -17%
CN1c2ccccc2C(C)(C)C12C=Nc1c(cc(N3CCOCC3)c3ccccc13)O2 (centres undefined) | 1% | ? | -18 | -26% | -4% | -4 | ?
Cc1cc(N2CCN(C(=O)c3cccs3)CC2)c(F)cc1[N+](=O)[O-] | -1% | -33% | 9 | -1% | -1% | -1 | 18%
CC(C)(C)n1nnnc1C(c1cccc(C(F)(F)F)c1)N1CCC(O)CC1 (centres undefined) | 2% | ? | 15 | 154%[activator] | -1% | -7 | /
CCN(CC(=O)Nc1cc(Cl)ccc1C)C(=O)CSCc1ccc(C)cc1 | -26% | 0% | / | -6% | / | / | -4%
CC(OC(=O)C1CC1)C(=O)Nc1cc(C(F)(F)F)ccc1Cl (centres undefined) | -7% | -4% | 3 | -5%[2.29 µM] | 1% | -3 | -34%[5.75 µM]
CCC1=C(OC(=O)N(CC)CC)N2C(=O)OC(=NCC3CC3)[C@]2(Cc2ccccc2)[C@H]2C1=CC[C@H]1C(=O)N(CC(=O)OC)C(=O)[C@H]12 | -5% | 5.9µM* | -5 | 210%[activator] | 7% | -3 | 7.4µM*
Cc1cccc(NC(=S)NC2CC3CCCC(C2)N3CC(C)C)c1C (centres undefined) | 3% | -17% | -5 | -42% | 0% | -2 | ?
CCOc1ccc(N2C(=O)CC(NCc3ccc(F)cc3)C2=O)cc1 (centres undefined) | -1% | 8% | -5 | 0% | 0% | 1 | /
O=C(NNC(=S)NC1CCCCC1)c1cccs1 | -11% | 63%[activator] | 21 | -1% | 6% | 11 | 6%
COCCN(C(=S)Nc1ccc(OC)c(Cl)c1)C1CCN(C(C)C)CC1 | -15% | 10% | -17 | -22% | -8% | -7 | ?
Cc1oc2ccc(OCc3ccccc3F)cc2c1C(=O)O | -5% | -16% | -2 | -15% | -6% | -2 | /
COc1ccc2nc(Nc3nc(-c4cc5ccccc5oc4=O)cs3)sc2c1 | 2% | 36%[activator] | 62 | -25% | 0% | 14* | -9%

Six entries from above, ordered by number of heavy atoms, ascending.
SMILES | Tb PYK inh | Pf growth 48h | Shiga toxin inh | AmpC inh no detg | LmPK inh | CHX counter | Pf growth 96h
CC1=CC(C)(C(Cl)Cl)C(C)=CC1=O (centres undefined) | 4% | 9% | -2 | -11% | 0% | 3 | 32%[activator]
CC(OC(=O)C1CC1)C(=O)Nc1cc(C(F)(F)F)ccc1Cl (centres undefined) | -7% | -4% | 3 | -5%[2.29 µM] | 1% | -3 | -34%[5.75 µM]
Cc1ccc(CNC(=O)CN(C2CCCCC2)S(C)(=O)=O)cc1 | 6% | 5% | 12 | -7% | 1% | 1 | -17%
CCOc1ccc(N2C(=O)CC(NCc3ccc(F)cc3)C2=O)cc1 (centres undefined) | -1% | 8% | -5 | 0% | 0% | 1 | /
CN1c2ccccc2C(C)(C)C12C=Nc1c(cc(N3CCOCC3)c3ccccc13)O2 (centres undefined) | 1% | ? | -18 | -26% | -4% | -4 | ?
CCC1=C(OC(=O)N(CC)CC)N2C(=O)OC(=NCC3CC3)[C@]2(Cc2ccccc2)[C@H]2C1=CC[C@H]1C(=O)N(CC(=O)OC)C(=O)[C@H]12 | -5% | 5.9µM* | -5 | 210%[activator] | 7% | -3 | 7.4µM*
